Shiga toxin inh: A qHTS for Small Molecule Inhibitors of Shiga Toxin; AID 2315, 2010; inhibition, % at 38.7 µM; actives 9.2% (n = 290,000); Vero cells, Shiga toxin protein synthesis inhibition reporter; in the data active = inhibition mostly above about 28%, no sharp cut-off; inactive = mostly below about 43%; note: 0% is about no effect
Pf growth 96h: Primary qHTS for delayed death inhibitors of the malarial parasite plastid, 96 hour incubation; actives 6.9% (n = 320,000); Potency, µM (titrated, usually from 28.7 µM), for the others: top-dose activity change, negative = inhibition, hits mostly inhibitors; P. falciparum luciferase reporter growth, 96 h; note: potency is the fitted concentration of half-maximal effect; % is set by controls: 0 for no effect and ±100 for the full control effect
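Plates of compound plus infected erythrocytes (2% hematocrit, 0.05% parasitemia final) incubate 96 hours, 37 C, 5% CO2. Detection reagent added; reduced luminescence from the parasites' luciferase reporter flags inhibition.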
LmPK inhibitor: qHTS Assay for Inhibitors of Leishmania Mexicana Pyruvate Kinase (LmPK); actives 0.37% (n = 290,000); purified LmPK, Kinase-Glo ATP luminescence, 1 h; AID 1721, 2009; Potency, µM (series often up to 57.5 µM), inactives show at the highest dose activity change, negative = inhibition, actives largely listed as inhibitors; note: potency is the fitted concentration of half-maximal effect; % is set by controls: 0 for no effect and ±100 for the full control effect
Target sequence (Q27686 whole entry, looked up): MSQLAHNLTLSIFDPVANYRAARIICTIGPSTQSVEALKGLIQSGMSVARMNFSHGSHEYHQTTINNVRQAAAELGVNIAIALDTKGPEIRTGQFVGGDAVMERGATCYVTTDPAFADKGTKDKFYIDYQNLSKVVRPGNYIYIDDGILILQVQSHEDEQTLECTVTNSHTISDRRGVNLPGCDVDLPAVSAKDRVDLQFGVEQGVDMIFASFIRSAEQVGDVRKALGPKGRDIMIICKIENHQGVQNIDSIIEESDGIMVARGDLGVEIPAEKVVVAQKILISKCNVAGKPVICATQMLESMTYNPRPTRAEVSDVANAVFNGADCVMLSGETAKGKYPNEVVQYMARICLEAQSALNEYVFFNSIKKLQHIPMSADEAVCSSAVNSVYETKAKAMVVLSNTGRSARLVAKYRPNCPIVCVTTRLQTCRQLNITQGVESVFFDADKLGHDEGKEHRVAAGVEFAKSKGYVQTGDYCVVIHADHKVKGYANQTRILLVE
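ATP generated from ADP (0.1 mM) and PEP (0.5 mM) by 0.1 nM LmPK over 1 h at room temperature (pH 7.2 imidazole buffer) was detected by coupled luciferase luminescence. Values were normalized to uninhibited and no-enzyme wells.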
Pf growth 48h: Primary qHTS for delayed death inhibitors of the malarial parasite plastid, 48 hour incubation; P. falciparum luciferase growth in erythrocytes, 48 h; Potency, µM (top dose mostly 28.7 µM), for inactives: top-dose activity change, negative = inhibition, hits mostly inhibitors; actives 5.9% (n = 310,000); AID 504832, 2011; note: potency is the fitted concentration of half-maximal effect; % is set by controls: 0 for no effect and ±100 for the full control effect
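Erythrocytes infected with P. falciparum carrying an integrated firefly luciferase reporter (2% hematocrit, 0.1% parasitemia final) were exposed to compounds in RPMI 1640 with 0.5% Albumax at 37 C, 5% CO2. Growth inhibition was scored as reduced luminescence.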
Tb PYK inh: qHTS of Trypanosoma Brucei Inhibitors | pyruvate kinase (Trypanosoma brucei), Q57TT1 | TbPYK enzyme, Kinase-Glo Plus ATP luminescence, 45 min | Potency, µM (titrated, usually from 76.8 µM), without a hit: at the top dose activity, negative = inhibition, most hits filed as inhibitors | actives 0.12% (n = 410,000) | AID 624173, 2012; note: potency is the fitted concentration of half-maximal effect; % is set by controls: 0 for no effect and ±100 for the full control effect; nearly all actives have a fitted effect of over 50% in size
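Quantitative HTS: titrated library compounds versus trypanosomal pyruvate kinase in TEA buffer (pH 7.2) containing KCl, MgCl2, BSA and Tween-20. Reactions were initiated with ADP, 130 uM final. Kinase-Glo Plus luminescence was read after 45 min at RT.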
Cycloheximide cs: Cycloheximide Counterscreen for Small Molecule Inhibitors of Shiga Toxin | actives 12% (n = 300,000) | max response, % | cell reporter, cycloheximide protein synthesis inhibition counterscreen; in the data active = max response mostly above about 13%, no sharp cut-off; inactive = mostly below about 14%; note: read at 38.3 µM for the half of the compounds with a filed dose; 0% is about no effect
HCV inh: qHTS Assay for Inhibitors of Hepatitis C Virus (HCV); Huh7.5.1 HCVcc-Cre infection, luciferase reporter, 44 h; Potency, µM (titrated, usually from 41.8 µM), for the others: at the top dose activity change, negative = inhibition, hits mostly inhibitors; actives 3.4% (n = 340,000); note: potency is the fitted concentration of half-maximal effect; % is set by controls: 0 for no effect and ±100 for the full control effect
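Infectious HCVcc-Cre (~0.5 moi) was added to cells just after compound, with cells seeded 4 h earlier at 1,000 per well. Luciferase activity after 44 h culture reported infection; substrate was incubated 15 min at room temperature before reading.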
* marks the source's active call; other numbers are inactive results; ? = inconclusive; nt = no result given; & = joins results of further samples; [ ] = remark or other dose. Unless noted, calls come from the whole dose curve; as a rule, active = well fitted curve in the direction sought with a large enough effect; inconclusive = small, poorly fitted or top-dose-only effect, or another doubt; inactive = no such curve, though single readings can be large; an effect the other way counts as inactive or inconclusive. Rows were taken by chance; about 24% have a hit in one of these screens.

SMILES	Shiga toxin inh	Pf growth 96h	LmPK inhibitor	Pf growth 48h	Tb PYK inh	Cycloheximide cs	HCV inh
CC(C)C(=O)Nc1cccc(-c2cnc3ccccc3n2)c1	35	51%[activator]	2%	nt	-8%	21*	-28%
CCc1ccc(NC(=O)N(C2CCC(C)CC2)C2CCN(C(C)=O)CC2)cc1 (stereo unspecified)	67*	?	-3%	-3%	-11%	31*	-9%
Cc1ccccc1OCC(=O)NNC(=O)CCc1ccccc1	3	?	-1%	0%	3%	-4	17%
COc1cccc(CNc2ccc3c(c2)ncn3C)c1OC	23	-10%	-6%	?	-4%&-10%	19*	8%
COC(=O)c1[nH]c2cccc(OC)c2c1NC(=O)CCN1CCC(C)CC1	-9	1.9µM*	-4%	8%	-2%	-5	-6%
CCOC(=O)/C(C#N)=C/c1ccc(SC)cc1	34	?	-1%	18%	2%	27	16%
CCCCOc1ccc(C2/C(=C(/O)c3ccc4c(c3)CC(C)O4)C(=O)C(=O)N2CCCN2CCOCC2)cc1OC (stereo unspecified)	3	?	6%	?	2%	21	30%[activator]
O=C(COC(=O)c1cc2c(s1)CCCC2)Nc1ccc(Cl)cn1	8	64%[activator]	-4%	18%	4%	-1	11%
COc1ccccc1/C=C1\Oc2cc(OC(=O)N3CCOCC3)ccc2C1=O	0	1%	7%	4%	3%	2	?
CC(=O)c1cccc(NS(=O)(=O)c2cc3c(cc2C)NC(=O)CO3)c1	-11	15µM*	-4%	17%	2%	12	-16%
CCOC(=O)C1CCN(Cc2cc(C(C)C)c(O)c(C(C)C)c2)CC1	14	0.41µM*	0%	?	6%	-5	1%
Cc1cc(C)n(-c2ncccc2[N+](=O)[O-])n1	8	66%[activator]	0%	25%	-1%	-2	8%
COC(=O)c1cc(Br)ccc1N(Cc1cc(OC)cc(OC)c1)S(C)(=O)=O	nt	?	nt	?	-2%	nt	-6%
O=C1OCC/C1=C\OCCCO/C=C1\CCOC1=O	-4	20%	1%	34%[activator]	3%	-2	18%
CCN1C(=NCCc2ccc([N+](=O)[O-])cc2)N[C@@H](c2ccccc2)[C@H](C(=O)OC)[C@H]1C	-3	-2%	-8%	7%	-8%	-2	3%
COC(=O)CN(c1ccccc1)S(=O)(=O)c1ccccc1	19	22%	8%	nt	-3%	1	20%
COc1ccc(NC(=S)Nc2ccccn2)cc1	135*	39%[activator]	0%	258%[activator]	-1%	46*	0%
O=C(c1ccco1)N1CCN(c2ncnc3c2cnn3-c2ccccc2)CC1	41	nt	4%	7%	0%	25*	-12%
Nc1ccc([N+](=O)[O-])cc1	nt	?	nt	21%	1%	nt	11%
Cc1onc(-c2ccccc2Cl)c1C(=O)N1C=CC(C(F)(F)F)=NCC1	-5	15%	3%	-3%	4%	8	-7%
Cc1nc2ccc(S(=O)(=O)NCC(=O)NCc3ccc(Cl)cc3)cc2s1	-7	31%[activator]	-4%	5%	-2%&0%	-6	0%
Cc1ccccc1OCC(=O)NCCNC(=O)c1ccccn1	15	0%	-1%	-8%	3%	-4	18%
O=C(CNc1ccc2ccccc2c1)N/N=C/c1ccc(OC(=O)/C=C/c2ccco2)cc1	-5	31%[activator]	5%	8.3µM*	2%	15	5%
NC(=O)/C(=N\O)c1ccccc1	-8	27%	0%	8%	-14%	-1	0%
CC(Sc1ncc(C(F)(F)F)cc1Cl)C(=O)NCC1CCCO1 (stereo unspecified)	19	-4%	4%	3%	4%	-1	?
CC(NC(=O)CC1Sc2ccccc2NC1=O)c1ccccc1 (stereo unspecified)	6	?	-4%	8%	-22%	7	-7%
O=C(Nc1ccc2c(c1)CN(Cc1ccco1)CC2)C1CCCO1 (stereo unspecified)	5	12%	4%	30%[activator]	1%	2	nt
Cc1cc(C(=O)COc2ccc3ccc(=O)oc3c2)c(C)n1C	10	?	-1%	?	3%	4	-10%
CN1C(=O)CSC1=Nc1cccc(Cl)c1	-3	0%	-1%	14%	6%	-1	8%
COCCNCCOc1ccccc1-c1ccccc1	-1	?	2%	nt	3%	5	-13%

Pulled one by one from the entries so far:
SMILES	Shiga toxin inh	Pf growth 96h	LmPK inhibitor	Pf growth 48h	Tb PYK inh	Cycloheximide cs	HCV inh
Nc1ccc([N+](=O)[O-])cc1	nt	?	nt	21%	1%	nt	11%
CC(NC(=O)CC1Sc2ccccc2NC1=O)c1ccccc1 (stereo unspecified)	6	?	-4%	8%	-22%	7	-7%
Cc1ccccc1OCC(=O)NNC(=O)CCc1ccccc1	3	?	-1%	0%	3%	-4	17%
COc1ccccc1/C=C1\Oc2cc(OC(=O)N3CCOCC3)ccc2C1=O	0	1%	7%	4%	3%	2	?

(more compounds)
SMILES	Shiga toxin inh	Pf growth 96h	LmPK inhibitor	Pf growth 48h	Tb PYK inh	Cycloheximide cs	HCV inh
Nc1ncnc(NC2CCS(=O)(=O)C2)c1[N+](=O)[O-] (stereo unspecified)	-8	7%	-1%	-1%	4%	-2	-3%
COC(=O)c1nnn(-c2ccc(F)c(Cl)c2)c1C(=O)OC	-10	-20%	9%	-16%	-8%	1	0%
CC(/C=C/c1ccccc1)=N/NC(=O)C(O)c1ccccc1 (stereo unspecified)	45*	-18%	-3%	31%[activator]	3%	10	-9%
CCN(C(=O)Cn1cc(C(=O)C(=O)N2CCOCC2)c2ccccc21)c1ccccc1	-11	-1%	9%	14%	-12%	-4	29%
CCc1ncc(C(=O)c2ccc(OC)cc2)n1C	9	161%[activator]	-3%	24%	0%	14*	29%
CC(=O)c1cccc(OCC(O)CN2CCN(S(=O)(=O)c3c(F)cccc3F)CC2)c1 (stereo unspecified)	-10	?	4%	?	2%	-4	?
CC(=O)c1ccc(N2CCN(CC(=O)NC(=O)NCc3ccccc3)CC2)cc1	nt	17%	nt	9%	1%	nt	-7%
CC(C)(Cc1nc2ccccc2[nH]1)C(=O)O	-10	nt	-3%	10%	1%	-1	0%
CCN(C(=O)COc1ncnc2scc(-c3ccc(F)cc3)c12)C1CCS(=O)(=O)C1 (stereo unspecified)	-8	-19%	3%	0%	5%	7	2%
CC(Cc1cccs1)NC(=O)NC1CCCCC1 (stereo unspecified)	35	?	-6%	115%[activator]	-11%	12	2%
O=C(Nc1ccccc1C(=O)N1CCCCC1)c1ccccc1C(F)(F)F	-5	3%	0%	?	2%	-4	nt
O=C(NCC(=O)N1CCN(c2ccccc2F)CC1)c1cccs1	26	?	1%	33%[activator]	5%	23*	21%
O=C(COc1ccc(Br)cc1)NCCCn1ccnc1	-8	23%	0%	-5%	0%	-7	10%
COc1ccccc1-c1cc(-c2ccc(O)cc2)nc(N)c1C#N	-3	?	0%	?	3%	-4	-12%
Cc1ccc(NC2CCCN(C(=O)CCc3cn[nH]c3)C2)cc1C (stereo unspecified)	10	32%[activator]	-2%	0%	-5%	3	6%
CC(C)(C)NC(=O)C(=O)NNC(=O)c1cccc(Br)c1	47*	2.1µM*	8%	64%[activator]	-3%	17*	-16%
CCOc1ccc(S(=O)(=O)NC(C)(C)C)cc1-c1nc2c(C(C)(C)C)nn(C)c2c(=O)[nH]1	2	-97%	-4%	4.7µM*	-14%	-2	7.1µM*
Cc1ccc2nc(N(CCN(C)C)C(=O)C3=COCCO3)sc2c1	7	-2%	-5%	19%	0%	31*	-8%
COc1ccccc1CNC(=O)Cn1cccc1C(=O)c1ccccc1	48*	15%	0%	19%	-3%	28	4%
Cc1cc(C)nc(NS(=O)(=O)c2ccc(N3C(=O)C4CCCCC4C3=O)cc2)n1 (stereo unspecified)	-5	77%[activator]	-4%	26%	-1%	1	10%
Cc1cccc(NC(=O)CNC(=O)COC(=O)c2ccco2)c1C	nt	67%	nt	68%[activator]	0%	nt	-15%
CC12C=CC3(O1)C(C(=O)N(c1cccnc1)C3C(=O)NC1CCCCC1)C2C(=O)Nc1ccccc1 (stereo unspecified)	-15	91%[activator]	1%	nt	-5%	-2	26%
CSc1nc(O)c(C(c2cccc([N+](=O)[O-])c2)c2c(O)nc(SC)[nH]c2=O)c(=O)[nH]1	-8	-4%	1%	-6%	5%	-1	7%
CCOc1ccc(-c2cn3ccccc3n2)cc1	37	-6%	13µM*	-2%	?	6	-6%
COc1ccc(C(=O)CSc2[nH]c(=O)cc(C(F)(F)F)c2C#N)cc1	8	-5%	-7%	?	-5%	10	-10%
CCOc1ccccc1N=c1oc2cc(O)ccc2cc1C(=O)NCC1CCCO1 (stereo unspecified)	46	nt	5%	?	-6%	10	?
Cc1cc(C)c(NC(=O)c2sc3nc(C)[nH]c(=O)c3c2C)c(C)c1	-9	0%	7%	0%	nt	-2	nt
O=C(CC1(O)C(=O)Nc2cc(Cl)cc(Cl)c21)c1ccncc1 (stereo unspecified)	11	-28%	-2%	-10%	3%	-1	11µM*
Cn1cnc(NCc2ccccc2)c1[N+](=O)[O-]	7	26%	-3%	-5%	2%	-3	23%
O=C(O)c1cccc(C(=O)Nc2cccc(NC(=O)C3CCCO3)c2)c1 (stereo unspecified)	10	?	-13%	277%[activator]	4%	2	28%
COc1ccc(C2=NCCn3nc4cc(C(F)(F)F)ccc4c32)cc1	nt	?	nt	-87%	-8%	nt	14%
COc1cc2c(cc1/C=C/[N+](=O)[O-])OCO2	-24	-12%	-5%	?	-7%	-16	-26%
O=C(Nc1nnc(-c2ccc(F)cc2)s1)c1c(F)cccc1Cl	3	16%	-8%	11%	2%	-1	3%
CCOC(=O)C1=C(C)NC(C)=C(C(=O)OCC)C1C(=O)OCC(=O)N1CCC(C)CC1	-13	8%	3%	?	5%&3%	-7	-8%&-2%
Nc1nc(SCC(=O)N2CCCc3ccccc32)n(-c2ccccc2)n1	-5	13%	15%	nt	0%	-6	0%
O=c1[nH]nc(-c2ccccc2)c2ccccc12	-4	30%[activator]	-1%	?	0%	4	33%[activator]
O=C(Nc1ccc2c(c1)OCCO2)c1cc(-c2ccccc2)nc2ccccc12	-16	?	-7%	?	1%	16	?
O=C(CNC(=O)[C@@H]1Cc2ccccc2CN1)NCc1ccco1	-1	44%[activator]	1%	6%	5%	-6	-18%
COc1ccc(Cl)cc1/C=C(\C#N)C(N)=O	9	-6%	2%	0%	-4%	-2	4%
COc1cccc(-n2c(COc3ccc(C)cc3)nnc2SCC(=O)O)c1	27	42%[activator]	3%	10%	7%	-3	10%
O=C(CN(CC1CCCO1)C(=O)CNS(=O)(=O)c1ccccc1)NCc1ccccc1 (stereo unspecified)	-11	8%	5%	9%	0%	1	7%
O=S(=O)(c1cccc(-c2nnc(SCc3nc4ccccc4s3)o2)c1)N1CCOCC1	128*	-8%	0%	79%[activator]	-2%	97*	?

Screening results (PubChem)
